Bim-Bcl-XL: inhibitors of Bim-Bcl-XL binding, primary screen, biochemical, multiplexed, bead flow cytometry, human Bcl-XL | inhibition, % at 10 µM | Bcl-2-like protein 1 (Homo sapiens), Q07817 | Bim peptide-Bcl-XL binding, fluorescence | 190,000 compounds, 0.04% hits
Bim-Bcl-B: inhibitors of Bim-Bcl-B binding, primary screen, biochemical, multiplexed, human Bcl-2 family; Bcl-2-like protein 10 (Homo sapiens), Q9HD36; bead-based flow cytometry, Bim peptide-Bcl-B binding; inhibition, % at 10 µM; 190,000 compounds, 0.073% hits; AID 951, 2007;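 also: 0% = tracer peptide without compound and 100% = reference inhibitor peptide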
Bim-Mcl-1: inhibitors of Bim peptide binding to Mcl-1, primary screen, biochemical, bead-based flow cytometry, multiplex | Induced myeloid leukemia cell differentiation protein Mcl-1 (Homo sapiens), Q07820 | Bim peptide-Mcl-1 binding | inhibition, % at 10 µM | 190,000 compounds, 0.1% hits;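 also: 0% = no compound tracer wells and 100% = peptide blocker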
RGS8-Gao: RGS8-Galphao binding modulators, primary screen, biochemical, multiplexed bead flow cytometry | Guanine nucleotide-binding protein G(o) subunit alpha (Homo sapiens), P09471 | actives lie on both sides | response (percent of control binding), % at 10 µM | 220,000 compounds, 0.34% hits; in the data active = response below about 60% or above about 140%; inactive = in between;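 also: Galphao activated as the GDP aluminium fluoride complex binding bead-coupled RGS8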
RGS4-Gao reg: modulators of RGS4 binding to Galphao, primary screen, biochemical, multiplexed bead flow cytometry; Guanine nucleotide-binding protein G(o) subunit alpha (Homo sapiens), P09471; actives lie on both sides; binding response (% of control), % at 10 µM; 220,000 compounds, 0.33% hits; in the data active = binding response below about 49% or above about 150%; inactive = in between;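 also: fluorescent Galphao activated with aluminum fluoride binding bead-coupled RGS4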
Bim-Bcl-2: inhibitors of Bim-Bcl-2 binding, primary screen, biochemical, multiplexed, human Bcl-2 family. Bead-based flow cytometry, Bim peptide-Bcl-2 binding. inhibition, % at 10 µM. 190,000 compounds, 0.06% hits. AID 950, 2007; in the data active = inhibition above about 40%; inconclusive = no clear call, values can overlap the other calls;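 also: 0% = no compound wells with probe peptide and 100% = reference peptide inhibitor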
Target sequence (P10415 whole entry, looked up): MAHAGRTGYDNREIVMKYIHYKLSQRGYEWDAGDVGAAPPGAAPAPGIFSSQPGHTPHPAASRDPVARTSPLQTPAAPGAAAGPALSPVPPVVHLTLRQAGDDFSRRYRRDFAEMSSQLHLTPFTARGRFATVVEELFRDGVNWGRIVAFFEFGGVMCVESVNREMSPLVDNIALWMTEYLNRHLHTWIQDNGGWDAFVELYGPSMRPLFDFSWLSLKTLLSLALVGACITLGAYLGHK
Bim-Bcl-W: inhibitors of Bim binding to Bcl-W, primary screen, biochemical, multiplexed, bead-based flow cytometry; Bcl-2-like protein 2 (Homo sapiens), Q92843; Bim peptide-Bcl-W binding; inhibition, % at 10 µM; 190,000 compounds, 0.02% hits;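 also: 0% = bound tracer without compound and 100% = peptide blocker; higher means less fluorescent Bim peptide bound to Bcl-W beads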
ABCB1 inh: ABCB1 efflux pump inhibitors, primary screen, cell-based, multiplex, flow cytometry, ABCG2 counter-screen. AID 1326, 2008. CCRF-Adr cells, JC-1 efflux. inhibition, % at 6.6 µM. 190,000 compounds, 0.067% hits. ATP-dependent translocase ABCB1 (Homo sapiens), P08183; in the data active = inhibition above about 40%;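 also: 0% = vehicle and 100% = reference inhibitor; higher value means more JC-1 retained so stronger ABCB1 efflux block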
RGS7-Gao reg: RGS7-Galphao binding modulators, primary screen, biochemical, multiplexed bead flow cytometry. actives lie on both sides. binding response (% of control), % at 10 µM. 220,000 compounds, 0.35% hits; in the data active = binding response below about 49% or above about 150%; inconclusive = no clear call, values can overlap the other calls; inactive = in between;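 also: fluorescent Galphao held in activated GDP-AlF4 state binding bead-coupled RGS7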
Bfl-1 Bim block: inhibitors of Bim binding to Bfl-1, primary screen, biochemical, multiplexed, bead-based flow cytometry; Bcl-2-related protein A1 (Homo sapiens), Q16548; 190,000 compounds, 0.12% hits; inhibition, % at 10 µM; Bim-Bfl-1 binding inhibition;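 also: 0% = wells without compound plus tracer and 100% = blocker peptide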
ABCG2 block: ABCG2 efflux pump inhibitors, primary screen, multiplex with ABCB1, IgMXP3 cells, flow cytometry; 190,000 compounds, 0.1% hits; Broad substrate specificity ATP-binding cassette transporter ABCG2 (Homo sapiens), Q9UNQ0; JC-1 efflux; AID 1325, 2008; inhibition, % at 6.6 µM;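 active = inhibition above 80%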;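 also: 0% = DMSO and 100% = nicardipine control wells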
Target sequence (Q9UNQ0 whole entry, looked up): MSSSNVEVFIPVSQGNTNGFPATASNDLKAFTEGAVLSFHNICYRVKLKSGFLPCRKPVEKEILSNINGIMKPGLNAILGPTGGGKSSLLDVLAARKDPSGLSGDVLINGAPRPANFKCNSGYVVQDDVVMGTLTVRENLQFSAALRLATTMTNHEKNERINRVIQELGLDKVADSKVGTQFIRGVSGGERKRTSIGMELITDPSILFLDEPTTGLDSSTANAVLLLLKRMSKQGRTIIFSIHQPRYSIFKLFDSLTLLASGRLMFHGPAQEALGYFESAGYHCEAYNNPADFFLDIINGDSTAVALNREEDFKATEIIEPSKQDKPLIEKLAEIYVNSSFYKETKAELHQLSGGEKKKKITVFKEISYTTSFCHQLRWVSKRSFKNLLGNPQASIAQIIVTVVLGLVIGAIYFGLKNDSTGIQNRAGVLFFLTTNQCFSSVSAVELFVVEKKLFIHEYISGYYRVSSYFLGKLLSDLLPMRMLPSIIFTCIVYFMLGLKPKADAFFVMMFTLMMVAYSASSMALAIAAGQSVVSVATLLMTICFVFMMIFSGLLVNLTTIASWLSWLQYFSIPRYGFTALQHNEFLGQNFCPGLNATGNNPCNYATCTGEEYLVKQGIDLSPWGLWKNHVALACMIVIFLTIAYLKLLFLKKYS
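material = IgMXP3 (ABCG2) plus far-red-tagged CCRF-Adr (ABCB1) cells | amount = 3 million cells/mL, equal mix of both lines | also added = JC-1 transporter substrate | dosing = one concentration, 6.6 µM final | schedule = 10 min at 25 °C | measured by = flow cytometric JC-1 green MFI at 530 nm | read-out basis = percent efflux inhibition, scaled nicardipine 100% to DMSO 0%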
* marks the source's active call; other numbers are inactive results; ? = inconclusive; / = no result given; & = joins results of further samples. Rule as the data show it, unless noted: active = inhibition above about 40%.

SMILES	Bim-Bcl-XL	Bim-Bcl-B	Bim-Mcl-1	RGS8-Gao	RGS4-Gao reg	Bim-Bcl-2	Bim-Bcl-W	ABCB1 inh	RGS7-Gao reg	Bfl-1 Bim block	ABCG2 block
COc1cc(C=C2C(=O)OC(c3ccccc3)OC2=O)cc(Br)c1O (stereo unspecified)	0	5	0	73	85	1	5	-0.3	83	6	-2
CCCN1CCN(C(=S)Nc2ccc(SC(F)F)cc2)CC1	-6	-20	-4	101	103	-4	0	-0.4	107	0	0
CSCCC(NC(N)=O)C(=O)N(C)CC(=O)Nc1ccc(C)cc1 (stereo unspecified)	-4	-5	0	96	96	-6	1	0.1	93	-10	0
CCN(CC(=O)NCc1ccc(F)cc1)C(=O)COc1ccc(C)c(C)c1	0	-2	-1	92	103	-2	-1	1.1	104	0	11
COc1ccc(N2CCN(c3n[nH]c(N)n3)CC2)cc1	0	-4	2	106	108	-1	0	-0.6	115	-1	-1
COc1ccc(CNC(=O)c2noc(C(C)C)c2[N+](=O)[O-])cc1	-6	-5	-2	97	96	-5	-2	0.8	98	-4	9
COc1cccc(/C=C/C(=O)NCc2cn3cc(Cl)ccc3n2)c1OC	-3	-1	0	96	92	0	-4	1.2	90	-2	5
O=C(NN=C1CCCC1)c1cc(-c2ccc(F)cc2)nc2ccccc12	-5	-2	-1	98	101	0	-3	-0.6	100	-2	0
CC1Cc2ccccc2N1S(=O)(=O)c1cccc(C(=O)c2nccn2C)c1 (stereo unspecified)	-4	1	-2	102	102	-1	-1	0.9	103	2	2
CCCCOC(=O)/C(=C\c1ccc([N+](=O)[O-])o1)NC(=O)c1ccccc1	-4	-8	-4	98	99	-4	-4	-0.1	98	-5	4
O=C(Nc1ccc(N2CCOCC2)cc1)c1cccc(S(=O)(=O)N2CCCCCC2)c1	-1	-1	1	102	101	0	3	-0.1	?	-1	-1
CCCCS(=O)(=O)C1CCS(=O)(=O)C1 (stereo unspecified)	-1	0	2	100	94	1	-1	2.3	96	-1	8
CC1Cc2ccccc2N1C(=O)CN1CCC(n2nnc3cc(C(F)(F)F)ccc32)CC1 (stereo unspecified)	-4	-1	-3	100	100	0	-4	1.2	102	-1	2
Cc1nn(Cc2ccccc2)c(Cl)c1/C=N/NC(=O)CNc1cccc(C(F)(F)F)c1	-4	-8	-4	101	104	-3	-4	0.1	102	-7	2
CC(C)NCCCOc1ccc(C(C)(C)c2ccccc2)cc1	0	2	1	101	101	0	1	0.4	100	-1	2
COc1cc2c(cc1NC(=O)CSCC(=O)O)oc1ccccc12	-4	-1	3	104	108	0	4	0.0	105	-6	0
CCC(=O)N(Cc1cc(=O)[nH]c2ccccc12)C1CCCCC1	3	-8	-1	99	99	-8	-2	-1.6	96	-13	-2
N#CCCn1nc(-c2ccc([N+](=O)[O-])cc2)cc1Nc1ccccc1NC(=O)C(F)(F)F	-1	-3	18	99	100	-2	1	0.4	106	-3	17
O=C(CN(c1cccc(Cl)c1)S(=O)(=O)c1ccccc1)NN=C1CCCC1	-1	-6	-1	112	103	3	-2	0.3	99	-3	8
CCCC1(C(=O)OC)NC(c2ccco2)C2C(=O)N(C)C(=O)C21 (stereo unspecified)	-2	-3	0	101	104	-2	0	-0.1	99	-6	0
COc1cc(OC)cc(OCC(O)Cn2ccnc2C)c1 (stereo unspecified)	5	-6	1	99	97	-6	0	0.1	99	-11	0
COc1ccc(NC(=O)CSc2nc3ccsc3c(=O)n2CCCCCC(=O)O)cc1	0	0	0	103	104	1	-4	-0.1	98	-2	0
CCOC(=O)CN(C(=O)CNC(=O)c1ccco1)C(C(=O)NC1CCCCC1)c1cccc(OC)c1 (stereo unspecified)	-3	-4	-5	86	92	-3	-3	0.2	92	0	1
COc1cccc(CN2C(=O)CCC2(C)C(=O)NC2CCCCC2)c1 (stereo unspecified)	-3	-5	2	101	104	-8	1	-2.1	103	-8	-2
CC(=O)c1cccc(NC(=S)NC(=O)c2ccccc2)c1	-8	-8	-4	96	95	-6	-3	0.7	98	-13	9
Additional compounds.
SMILES	Bim-Bcl-XL	Bim-Bcl-B	Bim-Mcl-1	RGS8-Gao	RGS4-Gao reg	Bim-Bcl-2	Bim-Bcl-W	ABCB1 inh	RGS7-Gao reg	Bfl-1 Bim block	ABCG2 block
S=C(NCCc1ccccc1)NCC1CCCO1 (stereo unspecified)	-7	-9	-1	102	100	-1	-4	-0.2	104	-17	-1
CCN(CC)S(=O)(=O)c1cccc(-c2n[nH]c(=S)n2Cc2ccccc2)c1	-7	-13	-3	98	95	-8	-5	-1.2	95	-8	-2
CCOc1ccc(N2C(=O)CC(N3CCN(c4ccccc4F)CC3)C2=O)cc1 (stereo unspecified)	-3	-2	0	102	103	-3	4	1.5	103	-14	16
CC1=C(C(=O)OC2CCCCC2)C(c2ccc(C)o2)C2=C(CCCC2=O)N1 (stereo unspecified)	-3	0	1	106	104	-1	3	4.4	109	-2	/
N#Cc1ccsc1NC(=O)CSc1ncn[nH]1	2	-7	0	116	99	-6	-1	0.9	110	-12	8
COc1c(C)cc(Br)cc1C(=O)Nc1ccc(C)cc1[N+](=O)[O-]	-8	-9	8	103	104	-10	-6	0.0	105	-11	12
COCCn1c(C)cc(C(=O)CSc2ncn[nH]2)c1C	-2	-1	-2	103	100	-2	-1	0.6	99	-1	4
O=C1CCCc2ccccc2N1Cc1ccccc1	-3	-2	-1	100	100	1	-2	0.9	105	1	1
CCN(CC)C(=O)c1cncc(C(=O)N(CC)CC)c1-c1ccccc1	-4	-7	-2	100	102	-9	0	0.1	106	-15	0
CCCOC(=O)/C(=C\C=C\c1ccccc1)NC(=O)c1ccccc1	-4	-5	-1	100	102	-3	-3	0.4	101	-5	4
COc1ccc(S(=O)(=O)Nc2nnc(C(C)C)s2)cc1	-10	-9	-2	98	96	-8	0	0.8	96	-12	3
CCCCOc1ccc(C(=O)NCCCC(=O)N2CCCCC2)cc1	-2	0	-3	102	99	-4	-2	0.6	101	-3	3
O=C(/C(=N/N=C/c1ccc(O)c(O)c1O)c1ccccc1)c1ccccc1	0	-2	-1	98	98	2	4	-1.6	91	5	-10
O=C(NC1CCCc2ccccc21)C1CCN(S(=O)(=O)c2ccccc2F)CC1 (stereo unspecified)	-2	-4	-2	104	101	2	-1	1.8	104	0	13
CCn1cc(/C=N\NC(=O)c2ccc(Cl)cc2)cn1	-1	0	-1	98	96	0	3	-0.3	99	1	1
O=C(CSc1ccc(Cl)cc1)N1CCC(c2nc3ccccc3s2)CC1	-3	-3	-2	99	102	-3	-1	1.5	100	-2	3
C(/CCc1ccccc1)=N\n1cnnc1	-6	-6	-1	85	74	-1	-1	0.1	95	-1	-1
Cc1c(C#N)c2ncn(CCCN(C)C)c(=O)c2n1-c1ccccc1	-1	0	0	104	108	-4	-2	0.1	105	-1	1
O=C1NCCc2c1[nH]c1ccccc21	-1	0	-2	99&103	99&103	-1	-2	0.2	?	0	2
CSc1nc2ccc(NC(=O)c3cc4ccccc4o3)cc2s1	-6	-4	0	102	102	-3	-6	-0.6	101	-5	-3
CNc1ccccc1C(C)(C)c1cc(-c2ccco2)n[nH]1	-2	-1	0	104	104	-1	0	1.3	106	0	1
Cc1onc(-c2c(F)cccc2Cl)c1C(=O)Nc1cccc2nsnc12	0	-2	-1	99	96	0	0	0.4	100	0	3
CCn1cc([N+](=O)[O-])c(C(=O)Nc2c(C)nn(Cc3c(F)c(F)c(F)c(F)c3F)c2C)n1	-3	-7	-1	101	85	-7	0	1.1	87	-11	2
CC(C)(C)C(=O)NCCc1nc2ccccc2n1CC(=O)c1ccccc1	-1	0	-3	/	/	-2	0	0.6	/	0	4
Cc1ccc(CNc2ccc(Cl)cc2[N+](=O)[O-])cc1	-2	0	0	99	96	0	-2	0.0	94	-1	-1

A run of entries from the list above, for reference:
SMILES	Bim-Bcl-XL	Bim-Bcl-B	Bim-Mcl-1	RGS8-Gao	RGS4-Gao reg	Bim-Bcl-2	Bim-Bcl-W	ABCB1 inh	RGS7-Gao reg	Bfl-1 Bim block	ABCG2 block
CCn1cc(/C=N\NC(=O)c2ccc(Cl)cc2)cn1	-1	0	-1	98	96	0	3	-0.3	99	1	1
O=C(CSc1ccc(Cl)cc1)N1CCC(c2nc3ccccc3s2)CC1	-3	-3	-2	99	102	-3	-1	1.5	100	-2	3
C(/CCc1ccccc1)=N\n1cnnc1	-6	-6	-1	85	74	-1	-1	0.1	95	-1	-1
Cc1c(C#N)c2ncn(CCCN(C)C)c(=O)c2n1-c1ccccc1	-1	0	0	104	108	-4	-2	0.1	105	-1	1
O=C1NCCc2c1[nH]c1ccccc21	-1	0	-2	99&103	99&103	-1	-2	0.2	?	0	2
CSc1nc2ccc(NC(=O)c3cc4ccccc4o3)cc2s1	-6	-4	0	102	102	-3	-6	-0.6	101	-5	-3
CNc1ccccc1C(C)(C)c1cc(-c2ccco2)n[nH]1	-2	-1	0	104	104	-1	0	1.3	106	0	1
Cc1onc(-c2c(F)cccc2Cl)c1C(=O)Nc1cccc2nsnc12	0	-2	-1	99	96	0	0	0.4	100	0	3
CCn1cc([N+](=O)[O-])c(C(=O)Nc2c(C)nn(Cc3c(F)c(F)c(F)c(F)c3F)c2C)n1	-3	-7	-1	101	85	-7	0	1.1	87	-11	2
CC(C)(C)C(=O)NCCc1nc2ccccc2n1CC(=O)c1ccccc1	-1	0	-3	/	/	-2	0	0.6	/	0	4
Cc1ccc(CNc2ccc(Cl)cc2[N+](=O)[O-])cc1	-2	0	0	99	96	0	-2	0.0	94	-1	-1
